Screening data as filed in PubChem.
IL1B secr inh – qHTS for Inhibitors of Inflammasome Signaling: IL-1-beta AlphaLISA Primary Screen. activity change, % at 57.5 µM. THP-1 LPS/ATP IL-1B secretion, AlphaLISA, 16 h; stronger effect = lower value. 360,000 tested, 4.7% active; in the data active means activity change below about -50%; inconclusive means mostly about -30% to -49%; further: on the % scale 0 is the no-effect control and ±100 the full control effect
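Secreted IL-1B measured by AlphaLISA bead assay after 16 h compound exposure of THP-1 cells; compounds (final up to 57.5 uM) added 1 h before LPS (250 ng/mL) and ATP (1.25 mM) stimulation; lower signal means less secretion.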
HT1080NT lethal – qHTS for induction of synthetic lethality in tumor cells producing 2HG: qHTS for the HT-1080-NT fibrosarcoma cell line | HT-1080-NT fibrosarcoma viability, CellTiter-Glo ATP luminescence, 48 h | Potency, µM (highest dose often 46.1 µM), for inactives: at the top dose activity, negative = less viability, usual class: cytotoxic | 360,000 tested, 1.6% active;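 further: NT is the 2HG producing partner of a matched IDH1 knockdown line; potency means the concentration at half of the fitted maximal effect; 0% = DMSO-treated cells and -100% = media-only wells without cells; nearly all actives have a fitted effect of over 55% in size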
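Toxicity toward the 2HG-producing NT line was scored as %Activity, normalised to DMSO and no-cell wells, from CellTiter-Glo luminescence after 48 hours' treatment.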
SW480 rerep – A quantitative high throughput screen for small molecules that induce DNA re-replication in SW480 colon adenocarcinoma cells | Potency, µM (top dose mostly 46.1 µM), for inactives: top-dose re-replication activation, usual class: activators | SW480 DNA re-replication, Hoechst DNA content imaging, 48 h | AID 624297, 2012 | 340,000 tested, 1.8% active; further: potency means the concentration at half of the fitted maximal effect; % of control where 0% means no effect; nearly all actives have a fitted effect of over 55% in size
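Image-based read-out: total Hoechst fluorescence of nuclei (405 nm excitation, 500-530 nm emission), with hits raising the fraction of high-intensity nuclei. SW480 colon cells incubated 48 hr with compounds at 37 C.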
HepG2 tox – qHTS for Inhibitors of TGF-b: Cytotox Counterscreen; HepG2 CAGA-GFP viability, ATP luminescence, 18 h; 410,000 tested, 0.76% active; Potency, µM (highest dose often 46.1 µM), inactives show at the highest dose activity change, negative = cytotoxicity, most hits filed as cytotoxic; further: potency means the concentration at half of the fitted maximal effect; some results filed as inactive show a strong effect at the top dose
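CellTiter-Glo luminescence gave cytotoxicity after 18 hours at 37 degrees C. The cells were HepG2 CAGA-GFP in 1% FBS DMEM, stimulated with 500 pg/mL TGF-beta after compound addition. %Activity was normalised to no-cell wells (complete cell-killing) and DMSO (no toxicity), and curves were fitted and classified.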
MCF10A rereplic – A quantitative high throughput screen for small molecules that induce DNA re-replication in MCF 10a normal breast cells; MCF 10A DNA re-replication, Hoechst nuclear intensity, 48 h; Potency, µM (titrated, usually from 46.1 µM), for the others: at the highest dose activity, positive = re-replication, most hits filed as activators; 350,000 tested, 2.9% active; AID 624296, 2012; further: potency means the concentration at half of the fitted maximal effect; % of control where 0% means no effect; nearly all actives have a fitted effect of over 50% in size
S2 tox – Viability Counterscreen for Primary qHTS for Inhibitors of ATXN expression. S2 cells (HEK-293 line with an ATXN2-luciferase reporter) viability, CellTiter-Fluor protease fluorescence, 24 h. Potency, µM (doses to about 56.7 µM), hits mostly cytotoxic. 400,000 tested, 0.49% active. AID 651635, 2014; further: potency means the concentration at half of the fitted maximal effect; nearly all actives have a fitted effect of over 40% in size
HT1080 IDH1KD tx – qHTS for induction of synthetic lethality in tumor cells producing 2HG: qHTS for the HT-1080-IDH1KD cell line; HT-1080 IDH1 knockdown viability, ATP luminescence, 48 h; Potency, µM (titrated, usually from 46.1 µM), for the others: top-dose activity, negative = toxicity, hits mostly cytotoxic; 360,000 tested, 2% active; AID 686971, 2013;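 further: potency means the concentration at half of the fitted maximal effect; 0% = DMSO wells and -100% = cell-free medium wells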
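After a 2 h attachment period, IDH1KD HT-1080 cells took pin-transferred compound for 48 h at 37 °C; ATP-based luminescence after 10 min room-temperature reagent incubation reported viability.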
ATXN2 expr inh – Primary qHTS for Inhibitors of ATXN expression; HEK-293 ATXN2-luciferase reporter, luminescence, 24 h; Potency, µM (top dose mostly 57 µM), without a hit: top-dose activity change, negative = inhibition, usual class: inhibitors; 360,000 tested, 0.72% active; further: potency means the concentration at half of the fitted maximal effect; on the % scale 0 is the no-effect control and ±100 the full control effect; nearly all actives have a fitted effect of over 55% in size
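ATXN2-luciferase reporter cells (luciferase flanked by upstream and downstream ATXN2 gene portions) were treated 24 h at 37 °C with compounds at up to 57 uM. SteadyGlo luminescence gave expression; GF-AFC fluorescence gave viability.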
KB-3-1 cytotox – qHTS assay for MDR1-selective chemotherapeutics: Primary screen using the parental adenocarcinoma cell KB-3-1; KB-3-1 viability, CellTiter-Glo ATP luminescence, 72 h; Potency, µM (titrated, usually from 46.1 µM), for inactives: at the highest dose activity change, negative = cytotoxic, usual class: cytotoxic; 400,000 tested, 1.4% active; further: potency means the concentration at half of the fitted maximal effect; on the % scale 0 is the no-effect control and ±100 the full control effect; nearly all actives have a fitted effect of over 60% in size
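Viability of parental KB-3-1 cells, measured by CellTiter-Glo luminescence, followed a 72 h incubation at 37 °C with pinned compounds in phenol-red-free DMEM containing 10% FBS.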
* = called active by the depositor; i = inactive; ? = inconclusive; . = not tested or not shown; [ ] = another dose, or the depositor's remark. Unless noted, the call rests on the fitted dose curve; in most records, active means well fitted curve in the direction sought with a large enough effect; inconclusive means small, poorly fitted or top-dose-only effect, or another doubt; inactive means no such curve, though single readings can be large; an effect the other way counts as inactive or inconclusive.

SMILES	IL1B secr inh	HT1080NT lethal	SW480 rerep	HepG2 tox	MCF10A rereplic	S2 tox	HT1080 IDH1KD tx	ATXN2 expr inh	KB-3-1 cytotox
O=C(CSc1ccc(F)cc1)NCC1(N2CCOCC2)CCCCC1	-10	5%	-4%	-18%	0%	i	0%	-6%	14%
Cc1ccc(C(=O)NCC(=O)NNC(=O)CN(C)S(=O)(=O)c2ccc(Cl)cc2)s1	-17	9%	-64%[inhibitor]	5%	-1%	i	-1%	6%	9%
O=C(Nc1ccccc1)c1ccccc1O	-1	11%	-1%	-8%	16%	i	1%	34%	?
CC(=O)Nc1ccc(C2CC(c3ccc(Cl)cc3)=NN2c2ccccc2)cc1 (stereo unspecified)	-19	?	1.5µM*	-17%	169%	.	-29%	-15%	-10%
COc1ccc2nc(NC(=O)c3cc(S(=O)(=O)N4CCOCC4)ccc3C)sc2c1	-21	-6%	0%	-15%	0%	i	-13%	8%	0%
C[C@@H](NC(=O)[C@@H]1CCCN1C(=O)[C@@H]1CCCN1C(=O)c1cccc2ccccc12)c1ccccc1	11	-2%	.	.	.	?	2%	-10%	-3%
CC(C)CNS(=O)(=O)c1ccc(OCC(=O)NCc2ccco2)cc1	-2	8%	?	-18%	1%	i	11%	-5%	8%
CC(C)(C)[C@@H]1COC(=O)[C@H](Cc2ccc(F)cc2)C/C=C\C[C@H](CC(=O)N(CCO)Cc2ccccc2)C(=O)N1	-16	-14%	12%	-26%	1%	?	-8%	-9%	-4%
CC(=O)c1ccc(NC(=O)c2cc(-c3ccc(C)s3)nc3ccccc23)cc1	.	.	.	-22%	.	i	.	-6%	12%
CC(C)CC(=O)Nc1ncnc2c1C(=O)CC(C)(C)C2	-12	9%	1%	0%	0%	i	8%	16%	-6%
COc1ccc(NC(=O)C2CC3C=CC2C3)c([N+](=O)[O-])c1 (stereo unspecified)	-3	2%	1%	21%	12%	i	0%	28%	4%
COc1ccc(NC(=S)NCc2cccs2)cc1	0	8%	?	8%	?	i	16%	-5%	-11%
CC(C)(C)CC(C)(C)NC(=S)Nc1ccc2nc(-c3ccccn3)c(-c3ccccn3)nc2c1	-16	?	?	-22%	8%	i	?	-16%	-6%
[N-]=[N+]=NC(c1ccccc1)c1nc2ccccc2[nH]c1=O (stereo unspecified)	32	-9%	0%	1%	1%	i	-14%	14%	-2%
Cc1ccc(NC(=O)CCSc2nc(-c3ccc4c(c3)OCO4)cc(C(F)(F)F)n2)c(C)c1	.	.	.	-60%	.	i	.	-4%	?
CN1C(=O)C(CC(=O)O)S/C1=N\N=C\c1ccc(O)cc1O (stereo unspecified)	2	10%	-5%	-2%	1%	i	4%	-5%	11%
CCCCC1=CC2=CC(=O)C(C)(OC(=O)CC)C(=O)C2=CN1c1ccc(OC)cc1 (stereo unspecified)	25	-5%	8%[9.22 µM]	-14%	-3%	i	-2%	1%	22%
Cc1ccc(CNC(=O)CCCCCn2c(=O)c3sccc3n(CC(=O)Nc3ccc(C)c(F)c3)c2=O)cc1	.	.	.	2%	.	i	.	1%	-29%
CN(C(=O)c1ccc(Cl)cc1)c1ccc(OCC(=O)Nc2cc(C(=O)O)ccc2Cl)cc1	19	2%	-39%[inhibitor]	-3%	-4%	i	1%	5%	1%
Cc1ccc(CSCc2ccc(C(=O)NCCC(C)C)o2)cc1	-66*	-22%	6%	-8%	?	i	-5%	6%	-6%
C=CCn1cc(C(=O)N2CCN(C)CC2)c(=O)c2cc(S(=O)(=O)N3CCCC3)ccc21	-29	-9%	-7%	4%	5%	i	-1%	-10%	0%
COC(=O)c1cc(OC)c(OC)cc1NC(=O)c1cccc(C)c1	12	3%	10%	-3%	11%	i	11%	-26%	6%
CCOc1ccc(OCCOC(=O)CN2C(=O)NC3(CCCC3)C2=O)cc1	-5	-8%	-5%	15%	-2%	i	-4%	-6%	2%
S=c1[nH]nc(-c2ccccn2)n1/N=C/c1ccc(Br)s1	28	-17%	-7%	-12%	8%	?	-7%	-8%	-16%
COc1ccc(C2C(C(=O)c3sc(C)nc3C)=C(O)C(=O)N2CCN(C)C)cc1OC (stereo unspecified)	0	13%	-2%	-4%	-7%	i	10%	-3%	0%

(listing goes on)
SMILES	IL1B secr inh	HT1080NT lethal	SW480 rerep	HepG2 tox	MCF10A rereplic	S2 tox	HT1080 IDH1KD tx	ATXN2 expr inh	KB-3-1 cytotox
CN(c1cccc(NC(=O)c2ccccc2N(C)S(=O)(=O)c2ccccc2)c1)S(C)(=O)=O	56	8%	-3%	-10%	0%	?	2%	-2%	23%
O=[N+]([O-])c1ccccc1S(=O)(=O)Nc1ccn(Cc2c(F)cccc2Cl)n1	16	1%	0%	5%	16%	i	4%	-12%	-1%
O=C(NC1CC1)C1CC(=O)N(c2cccc(Cl)c2Cl)C1 (stereo unspecified)	-3	21%	-4%	9%	-25%	i	21%	6%	-8%
Cc1onc(-c2ccccc2)c1NC(=O)N(CCC#N)Cc1ccccc1	.	22%	-20%	-16%	7%	i	14%	-16%	0%
C=CC#CC[N+]1(CC#Cc2ccccc2)CCOCC1	-9	-1%	0%	-1%	9%	i	1%	-23%	0%
Oc1ccc(Cl)cc1CNCc1cccc2ccccc12	-21	0%	-6%	-31%	3%	?	5%	-16%	4%
OC(CNCCN1CCNCC1)Cc1ccccc1 (stereo unspecified)	-10	4%	-2%	-9%	0%	i	0%	5%	-17%
Cc1nc(NC(=O)c2cccnc2Cl)sc1C	19	-6%	1%	-18%	0%	?	-6%	.	-4%
CCOC(=O)c1cc2sccc2n1CC(=O)OC	-13	0%	1%	-21%	-2%	i	-4%	-1%	-2%
COc1ccc(Cn2c(=O)[nH]c3cc(C(=O)N4CCN(c5ccccn5)CC4)ccc3c2=O)cc1	-16	2%	6%	-26%	2%	i	4%	-18%	0%
Cc1cc(Nc2nc3ccccc3c3nnc(C)n23)ccc1Br	.	.	.	-17%	.	i	.	-8%	-2%
CCSC1=NSC2=NC(=O)/C(=C\c3coc4ccccc4c3=O)C(=N)N12	0	6%	?	2%	18µM*	i	3%	8%	26%
CN(c1ccccc1C(=O)N1CCN(c2ccccc2)CC1)S(C)(=O)=O	-9	6%	3%[9.22 µM]	4%	22%	i	4%	7%	2%
COC(=O)[C@H](CCSC)NC(=O)Cn1cnc2c(OCc3ccccc3)ncnc21	47	-6%	?	-11%	1%	i	-3%	21%	-1%
COc1ccc(CN(C(C)=O)c2cccc(C)c2C)cc1	0	16µM*	?	-6%	?	?	?	-23%	?
CN1/C(=C\C(=O)c2cccc(S(=O)(=O)N3CCCCC3)c2)C(C)(C)c2ccccc21	46	1%	?	-6%	?	.	1%	.	4%
CN(Cc1ccccc1)c1ccc(-c2nc(-c3ccco3)no2)cc1[N+](=O)[O-]	.	.	.	3%	.	?	.	57%[activator]	4%
COC(=O)c1cc(OC)c(OC)cc1NC(=O)c1ccc(OC)cc1	-5	11%	-2%	1%	?	i	16%	-23%	0%
CC1(C(=O)NCc2ccccc2Br)CCN1C(=O)Cc1ccc(-c2ccccc2)cc1 (stereo unspecified)	-11	16µM*	.	-20%	.	i	?	?	?
CC(C)CCN1CC(C(=O)N2CCN(c3ccc(F)cc3)CC2)CC1=O (stereo unspecified)	-12	19%	-1%	-7%	2%	?	13%	0%	3%
CCc1ccc(NC(=O)[C@@H](NC(=O)[C@@H]2Cc3ccccc3CN2)C(C)CC)cc1 (stereo partly specified)	2	-1%	1%	-46%	1%	i	0%	.	-4%
CCn1c(SCC(=O)N2CCCc3ccccc32)nnc1-c1cccs1	-5	22%	1%	0%	-1%	i	-14%	-13%	-1%
Cc1ccc(OCC(=O)Nc2ccc3nc(SCCOc4ccccc4)sc3c2)cc1	.	.	.	0%	.	i	.	-5%	13%
Cc1c(C(=O)NCCS(=O)(=O)N2CCN(c3ccccc3F)CC2)cccc1[N+](=O)[O-]	17	?	?	-14%	?	i	?	-9%	23µM*
CCOC(=O)[C@H]1[C@H]2COc3cc(OC)ccc3[C@@H]2N2C(=O)CN(Cc3ccc(OC)cc3)C(=O)[C@@]12C	-3	8%	-2%	-3%	34%	i	7%	8%	-14%
CCOCCCNCc1ccc(OCCC(C)C)c(OC)c1	-11	15%	-10%	2%	-18%	i	-1%	.	4%
Cc1noc(C)c1CSCC(=O)N(C)CC(=O)Nc1ccc(Cl)c(C(F)(F)F)c1	-15	-14%	-245%[inhibitor]	-9%	27%	i	0%	-11%	0%
COc1ccc2nc(NC(=O)c3ccc(Br)s3)sc2c1	?	-8%	?	-27%	26%	i	?	23%	0%
Cc1ccccc1NC(=S)Nc1ccc(Br)cc1	-2	-22%	2%	-45%	3%	i	-6%	-3%	-2%
Cc1nnc(SCC(=O)N2CC(=O)Nc3ccccc32)n1C	2	10%	1%[9.22 µM]	-9%	-2%	i	12%	4%	12%

Single records, from the list above. Screens in order: IL1B secr inh | HT1080NT lethal | SW480 rerep | HepG2 tox | MCF10A rereplic | S2 tox | HT1080 IDH1KD tx | ATXN2 expr inh | KB-3-1 cytotox
`CCOC(=O)c1cc2sccc2n1CC(=O)OC` as listed: -13 | 0% | 1% | -21% | -2% | i | -4% | -1% | -2%
`Cc1onc(-c2ccccc2)c1NC(=O)N(CCC#N)Cc1ccccc1` as listed: . | 22% | -20% | -16% | 7% | i | 14% | -16% | 0%
`COc1ccc(CN(C(C)=O)c2cccc(C)c2C)cc1` as listed: 0 | 16µM* | ? | -6% | ? | ? | ? | -23% | ?
